Assay outcomes deposited in PubChem by National Center for Advancing Translational Sciences (NCATS).
HCV inh: qHTS Assay for Inhibitors of Hepatitis C Virus (HCV). Potency, µM (doses to about 41.8 µM), for the others: at the top dose activity change, negative = inhibition, actives largely listed as inhibitors. AID 651820, 2012. actives 3.4% (n = 340,000). Huh7.5.1 HCVcc-Cre infection, luciferase reporter, 44 h; further: potency means the concentration at half of the fitted maximal effect; on the % scale 0 is the no-effect control and ±100 the full control effect
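HCVcc-Cre virus at an moi near 0.5 was added right after compound to cells cultured 4 h from seeding (1,000 cells/well). Luciferase activity was determined 44 h later, 15 min after substrate addition at RT.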
FBPA Giardia inh: qHTS Assay for Inhibitors of Fructose-1,6-bisphosphate Aldolase from Giardia Lamblia | purified Giardia FBPA | Potency, µM (series often up to 59.6 µM), without a hit: top-dose activity, negative = inhibition, actives largely listed as inhibitors | actives 0.71% (n = 290,000); further: potency means the concentration at half of the fitted maximal effect; on the % scale 0 is the no-effect control and ±100 the full control effect; nearly all actives have a fitted effect of over 55% in size
Target sequence (A8B2U2 whole entry, looked up): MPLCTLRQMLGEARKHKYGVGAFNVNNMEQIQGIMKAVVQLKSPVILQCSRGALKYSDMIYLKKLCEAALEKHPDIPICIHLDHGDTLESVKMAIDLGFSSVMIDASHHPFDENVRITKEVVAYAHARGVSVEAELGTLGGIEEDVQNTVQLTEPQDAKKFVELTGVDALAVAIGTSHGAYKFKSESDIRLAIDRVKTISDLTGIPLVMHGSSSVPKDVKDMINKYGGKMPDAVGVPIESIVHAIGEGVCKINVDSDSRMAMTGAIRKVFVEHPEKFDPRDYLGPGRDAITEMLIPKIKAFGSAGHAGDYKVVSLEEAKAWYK
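Giardia FBPA (40 nM reagent) was preincubated 10 min at RT with compound (up to 57.5 uM final), then substrate plus GAPDH/TPI/NAD/arsenate coupling system with diaphorase/resazurin was added; resorufin fluorescence (525/598 nm) was read after 20 min.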
CHX counter: Cycloheximide Counterscreen for Small Molecule Inhibitors of Shiga Toxin; cell reporter, cycloheximide protein synthesis inhibition counterscreen; max response, %; actives 12% (n = 300,000); in the data active means max response mostly above about 13%, no sharp cut-off; inactive means mostly below about 14%; further: read at 38.3 µM for the half of the compounds with a filed dose; 0% is about no effect
Pf growth 48h: Primary qHTS for delayed death inhibitors of the malarial parasite plastid, 48 hour incubation. P. falciparum luciferase growth in erythrocytes, 48 h. actives 5.9% (n = 310,000). Potency, µM (highest dose often 28.7 µM), without a hit: at the top dose activity change, negative = inhibition, most hits filed as inhibitors; further: potency means the concentration at half of the fitted maximal effect; on the % scale 0 is the no-effect control and ±100 the full control effect
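Firefly luciferase activity from engineered P. falciparum reports growth; inhibitors lower the luminescent signal. Cultures contained 2% hematocrit erythrocytes at 0.1% final parasitemia.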
Pf growth 96h: Primary qHTS for delayed death inhibitors of the malarial parasite plastid, 96 hour incubation; P. falciparum luciferase reporter growth, 96 h; Potency, µM (doses to about 28.7 µM), without a hit: at the top dose activity change, negative = inhibition, actives largely listed as inhibitors; actives 6.9% (n = 320,000); AID 504834, 2011; further: potency means the concentration at half of the fitted maximal effect; on the % scale 0 is the no-effect control and ±100 the full control effect
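Erythrocytes infected with luciferase-expressing P. falciparum were dispensed at 2% hematocrit and 0.05% parasitemia (final), then incubated with compounds 96 hours at 37 C in 5% CO2. Luminescence after detection reagent addition reported growth.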
Shiga inhibitor: A qHTS for Small Molecule Inhibitors of Shiga Toxin. Vero cells, Shiga toxin protein synthesis inhibition reporter. inhibition, % at 38.7 µM. actives 9.2% (n = 290,000). AID 2315, 2010; in the data active means inhibition mostly above about 28%, no sharp cut-off; inactive means mostly below about 43%; further: 0% is about no effect
Active calls of the source: *; ? = inconclusive; · = no result given; [ ] = another dose, or the depositor's remark. Unless noted, the call rests on the fitted dose curve; in most records, active means well fitted curve in the direction sought with a large enough effect; inconclusive means small, poorly fitted or top-dose-only effect, or another doubt; inactive means no such curve, though single readings can be large; an effect the other way counts as inactive or inconclusive.

Under each structure – HCV inh	FBPA Giardia inh	CHX counter	Pf growth 48h	Pf growth 96h	Shiga inhibitor
O=C1CC(c2ccccc2)c2cccc(F)c21 (stereo unspecified)
 : 19%	-3%	12	12%	24%	12
Cc1cc(N/C=C\c2nnnn2-c2ccccc2)no1
 : -3%	3%	7	-9%	65%[activator]	30*
CCC(CC)CN1CCN=C1Nc1ccccc1
 : -12%	·	·	?	-26%	·
CN1C(=O)C(CC(=O)O)S/C1=N\N=C\c1ccc(O)cc1O (stereo unspecified)
 : 8%	-8%	-3	1%	-17%	-2
Cc1ccc(CSCc2ccc(C(=O)NCCC(C)C)o2)cc1
 : ?	-2%	1	?	?	-6
COC(=O)c1cc(OC)c(OC)cc1NC(=O)c1cccc(C)c1
 : ?	5%	-1	?	-17%	-7
C=CCn1cc(C(=O)N2CCN(C)CC2)c(=O)c2cc(S(=O)(=O)N3CCCC3)ccc21
 : 11%	4%	-1	·	-43%	-16
CCCCC1=CC2=CC(=O)C(C)(OC(=O)CC)C(=O)C2=CN1c1ccc(OC)cc1 (stereo unspecified)
 : -10%	?	0	12µM*	9.3µM*	-5
CN(c1cccc(NC(=O)c2ccccc2N(C)S(=O)(=O)c2ccccc2)c1)S(C)(=O)=O
 : 7%	6%	-3	-16%	28%	9
COc1ccc(C2C(C(=O)c3sc(C)nc3C)=C(O)C(=O)N2CCN(C)C)cc1OC (stereo unspecified)
 : ?	2%	1	13%	·	12
O=C(NC1CC1)C1CC(=O)N(c2cccc(Cl)c2Cl)C1 (stereo unspecified)
 : 7%	·	-5	-15%	-10%	-20
O=[N+]([O-])c1ccccc1S(=O)(=O)Nc1ccn(Cc2c(F)cccc2Cl)n1
 : 9%	-28%	1	-26%	?	12
C=CC#CC[N+]1(CC#Cc2ccccc2)CCOCC1
 : 36%[activator]	-11%	3	5.9µM*	4.1µM*	10
Cc1onc(-c2ccccc2)c1NC(=O)N(CCC#N)Cc1ccccc1
 : -7%	3%	-2	?	?	-15
S=c1[nH]nc(-c2ccccn2)n1/N=C/c1ccc(Br)s1
 : 9%	13%	-1	33%[activator]	?	-8
CCOc1ccc(OCCOC(=O)CN2C(=O)NC3(CCCC3)C2=O)cc1
 : -4%	·	·	6%	25%	·
Oc1ccc(Cl)cc1CNCc1cccc2ccccc12
 : 4%	·	·	0.41µM*	0.93µM*	·
CCSC1=NSC2=NC(=O)/C(=C\c3coc4ccccc4c3=O)C(=N)N12
 : 3%	8%	16	-14%	67%[activator]	-9
COc1ccc(Cn2c(=O)[nH]c3cc(C(=O)N4CCN(c5ccccn5)CC4)ccc3c2=O)cc1
 : 4%	5%	12	?	?	-17
CN(c1ccccc1C(=O)N1CCN(c2ccccc2)CC1)S(C)(=O)=O
 : -10%	-3%	-3	-1%	-13%	-6

Whole records from above. Values in the order: HCV inh	FBPA Giardia inh	CHX counter	Pf growth 48h	Pf growth 96h	Shiga inhibitor
CN(c1cccc(NC(=O)c2ccccc2N(C)S(=O)(=O)c2ccccc2)c1)S(C)(=O)=O is entered as 7%	6%	-3	-16%	28%	9
C=CC#CC[N+]1(CC#Cc2ccccc2)CCOCC1 is entered as 36%[activator]	-11%	3	5.9µM*	4.1µM*	10
CN1C(=O)C(CC(=O)O)S/C1=N\N=C\c1ccc(O)cc1O (stereo unspecified) is entered as 8%	-8%	-3	1%	-17%	-2
O=C(NC1CC1)C1CC(=O)N(c2cccc(Cl)c2Cl)C1 (stereo unspecified) is entered as 7%	·	-5	-15%	-10%	-20
Cc1cc(N/C=C\c2nnnn2-c2ccccc2)no1 is entered as -3%	3%	7	-9%	65%[activator]	30*

Later entries:
Under each structure – HCV inh	FBPA Giardia inh	CHX counter	Pf growth 48h	Pf growth 96h	Shiga inhibitor
CCOC(=O)c1cc2sccc2n1CC(=O)OC
 : 10%	-6%	1	5%	·	-14
COC(=O)c1cc(OC)c(OC)cc1NC(=O)c1ccc(OC)cc1
 : -17%	4%	-4	3%	33%[activator]	-4
CC(C)CCN1CC(C(=O)N2CCN(c3ccc(F)cc3)CC2)CC1=O (stereo unspecified)
 : -3%	2%	-2	1%	?	-12
COc1ccc(CN(C(C)=O)c2cccc(C)c2C)cc1
 : 1%	-5%	8	-25%	·	4
CN1/C(=C\C(=O)c2cccc(S(=O)(=O)N3CCCCC3)c2)C(C)(C)c2ccccc21
 : 2%	-6%	-3	-10%	-13%	-12
CCOC(=O)[C@H]1[C@H]2COc3cc(OC)ccc3[C@@H]2N2C(=O)CN(Cc3ccc(OC)cc3)C(=O)[C@@]12C
 : ?	·	·	12µM*	?	·
Cc1c(C(=O)NCCS(=O)(=O)N2CCN(c3ccccc3F)CC2)cccc1[N+](=O)[O-]
 : -13%	-8%	-3	11%	8%	-15
CCOCCCNCc1ccc(OCCC(C)C)c(OC)c1
 : 1%	?	6	-19%	37%[activator]	2
Cc1noc(C)c1CSCC(=O)N(C)CC(=O)Nc1ccc(Cl)c(C(F)(F)F)c1
 : -27%	·	·	-15%	?	·
COCC(C)N(C(=O)CCl)c1c(C)csc1C (stereo unspecified)
 : ·	3%	10	4%	-19%	-4
CCn1c(SCC(=O)N2CCCc3ccccc32)nnc1-c1cccs1
 : ?	-9%	-2	?	17%	-5
CCc1ccc(NC(=O)[C@@H](NC(=O)[C@@H]2Cc3ccccc3CN2)C(C)CC)cc1 (stereo partly specified)
 : -6%	?	16*	7.4µM*	?	20
Cc1ccccc1NC(=S)Nc1ccc(Br)cc1
 : 34%[activator]	5%	11	14%	?	12
CCCCN1C(=O)C2Cc3c([nH]c4ccccc34)CN2C1=S (stereo unspecified)
 : ?	-17%	10	?	?	14
Cc1nnc(SCC(=O)N2CC(=O)Nc3ccccc32)n1C
 : 5%	-6%	-3	·	-7%	-6
COc1ccc2nc(NC(=O)c3ccc(Br)s3)sc2c1
 : -21%	-2%	68*	·	19%	51*
CC(=O)[C@]1(O)Cc2c(O)c3c(c(O)c2[C@@H](O[C@H]2C[C@H](N)[C@H](O)[C@H](C)O2)C1)C(=O)c1c(O)cccc1C3=O
 : ·	?	-4	2.4µM*	1.5µM*	-2
Cc1ccc(Cl)cc1NC(=O)CCC(=O)O
 : 23%	6%	-3	19%	41%[activator]	50
COc1ccc(NC(=O)C(=O)c2cn(CC(=O)N3CCCC3)c3ccccc23)cc1OC
 : ?	·	-3	-24%	?	-6
CCCC(=O)N(Cc1cc(=O)[nH]c2ccccc12)c1ccccc1
 : 9%	1%	-2	?	8%	-7
Cc1cccc(NC(=O)c2ccc3c(c2)C(=O)N(c2ccccn2)C3=O)c1C
 : 21%	·	-1	8%	15%	5
CCOC(=O)c1c(NC(=O)CSc2ncccn2)sc2c1CC(C)(C)NC2(C)C
 : -18%	·	-2	15µM*	9.3µM*	-10
CCC1N=C(SC)NC(C)=C1C(=O)c1ccccc1 (stereo unspecified)
 : 0%	2%	2	0%	116%[activator]	21
CN(C)CCCN1C(=O)c2cccc3c([N+](=O)[O-])ccc(c23)C1=O
 : ?	-20%	-12	-4%	-17%	-26
CCN(CC)CCNC(=O)COc1ccc(Cl)cc1Cl
 : -23%	-4%	0	15%	158%[activator]	-10
Cc1cccc(N2N=C(C(=O)O)CCC2=O)c1
 : 14%	-1%	1	9.3µM*	?	-8
O=C(NC(=S)NC1CCSC1=O)c1ccccc1Cl (stereo unspecified)
 : 3%	-5%	-2	36%[activator]	-7%	7
Cc1c(C(=O)O)cccc1-n1c(C)cc(/C=C2\C(=O)NC(=O)N(c3ccc4c(c3)OCO4)C2=O)c1C
 : -12%	-8%	-2	-24%[5.75 µM]	?	3
CCCCn1c(N)c(N(CC(C)C)C(=O)c2ccc(Br)o2)c(=O)[nH]c1=O
 : 23%	·	·	?	?	·
Cc1nnc(SCC(=O)NC(=O)NCCC(C)C)s1
 : -1%	3%	-4	16%	4%	-3
CN1CCCCCC1C(=O)N1CCC(N2CCC(C(=O)N3CCOCC3)CC2)CC1 (stereo unspecified)
 : 12%	-2%	4	-6%	?	20
CC(C)c1ccc(C2C(C(=O)c3ccco3)=C(O)C(=O)N2CC2CCCO2)cc1 (stereo unspecified)
 : 1%	-23%	10	29%	-16%	2
CN1C(=S)SC(C)(C)C1/[N+]([O-])=C/c1cccnc1 (stereo unspecified)
 : 5%	2%	-1	7%	·	-18
COC(=O)C(C(=O)Nc1nc2ccccc2s1)C1CCCC1 (stereo unspecified)
 : 3%	-4%	15	-2%	-13%	15
Cc1nc2c(ncn2-c2ccccc2)c(=O)n1NC(=O)CN1CCN(C)CC1
 : 8%	19%	-4	44%[activator]	2%	-23
CCOc1ccccc1N(CC(=O)NC1CCCC1)C(=O)CCCC(=O)Nc1ccccn1
 : ?	3%	1	-17%	?	-12
CC1CC(C)CN(S(=O)(=O)N2CCCC(C(=O)NC(C)c3ccccc3)C2)C1 (stereo unspecified)
 : -23%	-1%	-2	?	?	-4
Cc1nn(CC(=O)N(C)C)c(C)c1S(=O)(=O)N1CCOCC1
 : 3%	·	·	-2%	-14%	·
O=C(N/N=C/C=C/c1ccccc1[N+](=O)[O-])c1cc(-c2ccccc2)n[nH]1
 : 17%	-1%	1	?	?	22
CC(=O)N1c2ccc(S(=O)(=O)NCCc3ccc(S(N)(=O)=O)cc3)cc2CC1C (stereo unspecified)
 : 3%	·	-1	6%	?	1
O=C(Nc1ccc(NC(=O)c2ccco2)cc1)c1ccco1
 : 7%	·	-6	11%	?	-14
Cc1ccc(OC(=O)c2ccc(Br)o2)cc1
 : 16%	-5%	3	10%	8%	-4
N#CC1=C(N)Oc2cc(O)ccc2C1c1ccccc1 (stereo unspecified)
 : 0%	-3%	1	1%	·	-9
O=C1NCCCc2nc(Oc3ccccc3)sc21
 : 23%	-1%	-3	7%	?	-4
COc1ccc(N(S(=O)(=O)c2ccccc2)S(=O)(=O)c2ccccc2)c(N)c1
 : ?	·	·	?	50%[activator]	·
O=S(=O)(CC(CN1CCCCC1)N1CCCCC1)c1ccc2ccccc2c1 (stereo unspecified)
 : 25%	-2%	1	0%	20%	-3
Cc1ccc(-n2c(N)cc(=O)nc2SCC(=O)N2CCN(c3ccccc3)CC2)cc1C
 : 2%	·	-4	-19%	?	-9
Cc1cc([N+](=O)[O-])nn1CC(=O)Nc1ccc(Cl)cn1
 : 6%	3%	-1	-4%	-27%	-13
COc1ccc(Oc2ncccc2NC(=O)c2cccc(C)c2C)cc1
 : -24%	-2%	5	13%	?	19
O=C(NC1CCN(S(=O)(=O)c2cccc(F)c2)CC1)c1cccc(F)c1
 : 2%	-6%	-1	-5%	0%	-1
COc1cc(CNc2cccc(F)c2)cc(Br)c1O
 : ?	-8%	9	?	?	13
CC(=O)Nc1ccc(S(=O)(=O)NCCC(=O)NCc2ccncc2)cc1
 : 10%	·	·	8%	-1%	·
Cc1cc(C(=O)NCCc2ccc(S(N)(=O)=O)cc2)no1
 : 8%	0%	-8	-10%	-26%	-18
CCN(CC)CCN(C(=O)c1cc2c(ccc3ccccc32)oc1=O)c1nc2cc3c(cc2s1)OCCO3
 : -23%	-16%	21*	94%[activator]	-15%	11
COc1ccc(C(=O)NCCc2ccc(C)cc2)cc1OC1CCN(C(C)=O)CC1
 : 3%	·	9	-7%	17%	-9
CC(C)C(NC(=O)C(C)N1C(=O)c2ccccc2C1=O)c1ccccc1 (stereo unspecified)
 : 19%	-2%	-1	17%	20%	-10
Cc1ccc(S(=O)(=O)CCC(=O)Nc2cccc(Cl)c2)cc1
 : 6%	-12%	-4	1%[0.00184 µM]	22%	-8
